Screens as filed in PubChem.
APJ antag: antagonists of human APJ apelin receptor | P35414 | CHO-K1 APJ beta-arrestin complementation, luminescence | inhibition, % at 20 µM | 0.32% of 330,000 active;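 active = inhibition above about 40% at 20 µM, limit read from the data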;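 note: cells challenged with 10 nM apelin-13 agonist together with compound; plate controls were apelin-13 plus DMSO wells for no effect and DMSO wells lacking apelin-13 for full effect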
Target sequence (P35414 whole entry, looked up): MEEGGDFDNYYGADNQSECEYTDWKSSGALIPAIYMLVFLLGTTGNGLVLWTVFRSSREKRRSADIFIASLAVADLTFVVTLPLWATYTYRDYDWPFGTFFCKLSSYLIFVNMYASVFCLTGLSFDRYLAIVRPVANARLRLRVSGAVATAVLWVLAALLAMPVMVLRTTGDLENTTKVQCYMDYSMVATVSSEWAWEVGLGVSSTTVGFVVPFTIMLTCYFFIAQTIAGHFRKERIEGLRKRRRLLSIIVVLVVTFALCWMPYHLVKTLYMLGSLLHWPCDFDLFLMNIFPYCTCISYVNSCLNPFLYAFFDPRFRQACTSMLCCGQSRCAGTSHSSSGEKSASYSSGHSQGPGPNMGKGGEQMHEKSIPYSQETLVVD
tim23-1 inh: inhibits growth of tim23-1 mutant yeast; S. cerevisiae tim23-1 growth, BacTiter-Glo luminescence, 24 h; inhibition, % at 20 µM; 1.3% of 330,000 active;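 active = growth inhibition of the mutant yeast at or above 50%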;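 note: temperature-sensitive mutant grown at 25 °C; plate controls were DMSO-treated mutant yeast for no effect and medium wells lacking yeast for full effect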
NLRP3 yeast inh: inhibitors of NALP3 inflammasome in yeast | Yeast reconstituted NLRP3/ASC/caspase-1, beta-gal luminescence, 24 h | inhibition, % at 10 µM | 0.39% of 330,000 active | AID 2825;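 active = inhibition of 50% or more; inactive = inhibition below 50%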;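 note: plate controls were induced DMSO wells for no effect and uninduced yeast grown without galactose for full effect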
tim10-1 inh: growth inhibitors of tim10-1 mutant yeast; S. cerevisiae tim10-1 ts strain growth, BacTiter-Glo, 24 h; inhibition, % at 20 µM; 2.2% of 330,000 active;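 active = inhibition of at least 40%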;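 note: mutant grown at 25 °C; 0% = DMSO wells with yeast and 100% = wells holding no yeast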
TIM10 inh: growth inhibitors of TIM10 yeast strain. S. cerevisiae TIM10 strain growth, BacTiter-Glo luminescence, 24 h. inhibition, % at 10 µM. 1.4% of 330,000 active. AID 463195;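 active = inhibition of 40% or more at the single tested concentration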;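 note: wild-type TIM10 isogenic control strain grown at permissive 25 °C; 0% = DMSO yeast wells and 100% = minimal medium wells without yeast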
GRIN3A LBD mod: modulators (binders) of human NR3A ligand-binding domain; NR3A LBD differential scanning fluorimetry, Tm shift; 0% = protein alone, 100% = glycine-bound protein; Tm shift relative to glycine control, % at 25 µM; 2.5% of 340,000 active; AID 1259313;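 active = melting temperature shift of at least 10% of the positive control shift, at one fixed dose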
APJ agonist: APJ receptor agonism. CHO-K1 APJ PathHunter beta-arrestin, luminescence; 0% DMSO wells, 100% apelin. activation, % at 20 µM. 0.11% of 330,000 active. P35414. AID 2520;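 active = activation more than six SD over the plate average, tested at 20 µM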;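 note: 0% = DMSO alone and 100% = apelin-13 at 10 nM; some results filed as inactive read as strong as hits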
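Test system – PathHunter CHO-K1 APJ (AGTRL-1) beta-arrestin reporter cells · Input – 1000 cells/well · Compound – single test compound dose, 20 µM final, 1% DMSO · Times – compound stimulation 90 min at 25 °C, detection 60 min · Technique – beta-gal luminescence · Read-out basis – APJ–arrestin association signal · Control set – negative DMSO alone, positive Apelin-13 at 10 nM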
MPTP inh: permeability transition pore inhibition; 1.4% of 360,000 active; inhibition, % at 10 µM; isolated mouse mitochondria, Ca2+ swelling absorbance, 30 min;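 active = inhibition of 50% or more, scaled per plate between neutral and stimulator controls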;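 note: 0% = DMSO wells given calcium and 100% = 1 mM EGTA wells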
beta cell repl: MIN6 beta-cell proliferation induction; MIN6 cells proliferation, ATPlite luminescence, 48 h; cells starved in 0.2% serum; 100% = growth in 10% serum; proliferation, % at 10 µM; 0.29% of 330,000 active; AID 2380;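 active = compounds whose signal lies at least 3.5 SD above the mean of all wells on their plate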;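 note: 0% = DMSO-treated cells in low-serum medium and 100% = 10% serum control; some compounds called inactive have numbers as strong as hits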
* hit, by the source's call.

molecule | APJ antag | tim23-1 inh | NLRP3 yeast inh | tim10-1 inh | TIM10 inh | GRIN3A LBD mod | APJ agonist | MPTP inh | beta cell repl
COc1ccc(NC(=O)COC(=O)c2ccc(F)cc2F)cc1 | 13 | -5 | 8 | 1 | -20 | -1 | 1 | -0.1 | -1
Cc1ccc(N(CC(=O)NCCSCc2ccco2)S(=O)(=O)c2ccc(F)cc2)cc1 | -16 | 25 | 20 | 7 | 11 | -2 | -5 | -0.3 | -1
CC(C)(C)c1cc(=O)n2c(C#N)c(C#N)nc2[nH]1 | -14 | 2 | -7 | 7 | 10 | -3 | 3 | 1.1 | -1
CCCn1c(=O)[nH]c(=O)c2c1nc(-c1ccc(OC)c(Br)c1)n2CCOC | -10 | 11 | 6 | 15 | 22 | 0 | 0 | 1.8 | 4
CC(C)c1ccc(NC(=O)COc2ccc(S(=O)(=O)N3CCOCC3)cc2)cc1 | -2 | 2 | 9 | -1 | 18 | 2 | 2 | -0.3 | -4
Cc1ccc(C(=O)NC2CC3CCCC(C2)N3C(=S)NCc2ccco2)cc1 (stereo not drawn) | 3 | 10 | 17 | -4 | 18 | -3 | -3 | -0.6 | 0
CCOC(=O)N1CCN(C(=O)c2ccc(Cn3c(=S)[nH]c4cc(OCC)c(OCC)cc4c3=O)cc2)CC1 | -4 | -3 | 11 | 15 | 15 | -4 | 27* | 7.8 | 0
COc1ccc(N(CC(=O)NCCC2=CCCCC2)S(=O)(=O)c2ccccc2)cc1OC | 6 | 18 | 17 | 3 | 15 | -1 | -2 | -1.5 | 0
CCOC(=O)C(NC(C)=O)C(OC(C)=O)c1cccc(N(CCO)CCO)c1 (stereo not drawn) | -9 | -6 | 12 | -2 | -16 | 0 | 1 | 0.0 | -4
CCC(Oc1ccccc1)C(=O)Nc1nnc(C)s1 (stereo not drawn) | -5 | -4 | 1 | 19 | 1 | -1 | 0 | -1.5 | -3
O=C1CC(Nc2ccc3ccccc3c2)C(=O)N1Cc1ccccc1 (stereo not drawn) | -12 | 12 | 3 | 27 | 20 | -9 | 2 | 2.2 | -3
O=S(=O)(c1ccccc1)C1Cc2ccccc2C1Cl (stereo not drawn) | -16 | 7 | 18 | 10 | 15 | 1 | 6 | 1.7 | 2
Nc1nc(N)c2ncc(C(=O)CCc3ccccc3)nc2n1 | -39 | 15 | -1 | 20 | 13 | -2 | 0 | -0.1 | -1
CN(C)C1=NCCN1CCCC1CCCCC1 | 14 | 4 | 12 | 11 | -3 | 4 | -5 | 0.7 | 3
CN1CCN(C(=S)c2ccc(N(C)C)cc2)CC1 | 11 | 23 | 10 | 2 | 5 | -1 | 3 | -0.5 | -1
COc1ccc(C(=O)NCC(=O)N2CCC(Cc3ccccc3)CC2)cc1OC | 33 | 18 | 17 | 12 | -2 | 3 | -2 | -2.0 | 0
Cc1ccc(C=C2C(=O)c3ccccc3C2=O)s1 | -5 | 38 | 7 | 23 | 20 | 4 | -1 | -0.3 | 2
COc1ccc(S(=O)(=O)NCCc2ccccc2)cc1 | -7 | 18 | 9 | 27 | 3 | -2 | 2 | 0.9 | -2
O=C(CSc1ncccn1)NC(=O)NCc1ccccc1 | -1 | 2 | 1 | 6 | 6 | 0 | -8 | -1.2 | -2
COc1ccc(CCN(C)C(=O)c2ccc(COc3ccccc3)o2)cc1OC | 1 | -114 | 1 | -8 | -107 | 1 | 6 | 1.1 | 7
Cc1cc(C(=O)COC(=O)c2ccncc2)c(C)n1CCc1ccc(F)cc1 | -3 | 18 | 13 | 5 | 19 | 1 | 0 | -2.9 | -1
CC(C)OC(=O)CSc1nnc(-c2cnccn2)n1C | 12 | 14 | -4 | -18 | -6 | 0 | 1 | 0.1 | -3
Cc1cc(C)c2nc(N3C(=O)C(O)=C(C(=O)c4ccco4)C3c3ccco3)sc2c1 (stereo not drawn) | -3 | 27 | 4 | 6 | -1 | -3 | -4 | 0.8 | -3
COc1cccc(C(=O)OCC(=O)c2c(N)n(C)c(=O)n(C)c2=O)c1 | 3 | 12 | 6 | 20 | -2 | 1 | -4 | -1.6 | -1
COc1ccccc1N1CCN(C(CNS(C)(=O)=O)c2cccnc2)CC1 (stereo not drawn) | 9 | 2 | 13 | 11 | -6 | -1 | 1 | -0.4 | -2
OCCCN=c1cc(-c2ccccc2)oc2ccc(Cl)cc12 | 30 | 12 | -9 | -13 | 16 | -2 | -5 | -1.8 | -1
COc1cccc(CN(C)C(=O)CCc2nnc(-c3ccsc3)o2)c1 | 4 | 13 | 23 | 5 | 1 | 0 | -2 | -0.5 | 3
COc1ccccc1N1CCN(C(=O)c2c(-c3ccccc3)noc2C)CC1 | 21 | 19 | 3 | 17 | 13 | -3 | -5 | -1.1 | -3
Oc1ccc(-c2cn3c(n2)SCC3)cc1 | 13 | 3 | 13 | 0 | 2 | 37* | -4 | 0.6 | -3
Cc1ccc2c(c1)C1CC(C)(O2)N(c2cccc(C(=O)NCc3ccccn3)c2)C(=O)N1 (stereo not drawn) | 7 | -8 | -3 | 3 | -4 | -8 | -2 | -2.0 | 6
O=C(Nc1ccc(S(=O)(=O)N2CCCCC2)cc1)c1ccc(Cl)nc1 | 16 | 47 | 25 | 17 | 31 | 24* | 3 | 1.2 | -1
COc1ccc(OC)c(-c2cc(C(=O)NC3CCCC3)c3ccccc3n2)c1 | 17 | 16 | 12 | 11 | 5 | -2 | 1 | -1.4 | -3
COc1ccc(CNC(=O)CN(Cc2ccco2)C(=O)CNS(=O)(=O)c2ccc(C)cc2)cc1 | -8 | -1 | 13 | -5 | 5 | 0 | 1 | 2.7 | 0
Cc1ccc2c(c1)C(=O)C(=O)N2CC(=O)Nc1ccc(N2CCOCC2)cc1 | 10 | 15 | 12 | 7 | -19 | 1 | -1 | -0.9 | -3
CCCc1nc2c([nH]1)C(c1cccnc1)C(C#N)=C(N)O2 (stereo not drawn) | 13 | 5 | 36 | 6 | 5 | -9 | -2 | 9.5 | 0
O=C1Cc2ccccc2C(=O)N1c1ccc(F)cc1Cl | -19 | 34 | 4 | 6 | 9 | -1 | -1 | 0.2 | 0
COc1cc(NC(=S)N(C)CCC#N)c(OC)cc1Cl | 9 | -1 | 13 | 8 | 7 | 1 | -2 | 0.7 | -2
O=C(NCN1CCCCC1)c1cnccn1 | 12 | 17 | -1 | 2 | 3 | -2 | -1 | 1.8 | -1
COc1cc(Br)cc(CN2CCN(C=O)CC2)c1O | -6 | 2 | 18 | 3 | -1 | -3 | -3 | -2.1 | -2
O/N=C/c1ccc2cccc(O)c2n1 | -8 | -6 | 22 | 0 | 10 | 0 | 0 | -3.7 | 2
CCCOc1ccc(C(=O)ON=C2CCN(C)CC2)cc1 | 10 | 16 | 29 | 13 | -19 | -3 | -3 | 2.0 | 2
COC(=O)c1cc(-c2cccc(OC)c2)c2c(=O)[nH]c(=O)n(C)c2n1 | 2 | 12 | 15 | 26 | 0 | -1 | 1 | -1.0 | 7
COc1ccc(Cl)cc1NC(=O)C1CC(c2ccccc2O)=NO1 (stereo not drawn) | -2 | 10 | 11 | 2 | -10 | 7 | 6 | 0.7 | -3
COc1ccc(OC)c(NC(=O)COC(=O)CCc2nc3ccccc3c(=O)[nH]2)c1 | 8 | -5 | 2 | -9 | 3 | 0 | -1 | 0.3 | 4
COc1ccccc1NS(=O)(=O)c1cc(NC(=O)c2cccs2)ccc1N1CCOCC1 | -6 | -1 | -8 | 8 | 8 | -2 | -1 | 1.0 | -3
CCc1nn(CC(=O)NCCc2ccc(OC)cc2OC)c(=O)c2cc3occc3n12 | 23 | 17 | 4 | 27 | -10 | 0 | -4 | 1.5 | -1
CCOC(=O)c1cc(-c2c(Cl)cccc2Cl)no1 | 2 | 7 | 0 | -2 | 3 | 0 | 5 | -0.4 | -1
C/C(=N\Nc1ccc([N+](=O)[O-])cc1[N+](=O)[O-])C(C)(C)C(C(=O)O)C(=O)O | -30 | 22 | 22 | 19 | 10 | -3 | 2 | 2.2 | 0
CC(=O)Nc1ccc(S(=O)(=O)Nc2nc3ccccc3nc2Nc2ccccc2)cc1 | 9 | 24 | 5 | 24 | 3 | 10* | -9 | 2.5 | -5
Cc1cc(C)c2nc(/N=C(\N)NC(=O)Nc3ccccc3)nc(C)c2c1 | 7 | 13 | 2 | 14 | 20 | 2 | 0 | 2.9 | -4

APJ agonist, what is marked active above.
| canonical_smiles | APJ antag | NLRP3 yeast inh | GRIN3A LBD mod | APJ agonist | MPTP inh |
| --- | --- | --- | --- | --- | --- |
| CCOC(=O)N1CCN(C(=O)c2ccc(Cn3c(=S)[nH]c4cc(OCC)c(OCC)cc4c3=O)cc2)CC1 | -4 | 11 | -4 | 27* | 7.8 |

The list continues.
molecule | APJ antag | tim23-1 inh | NLRP3 yeast inh | tim10-1 inh | TIM10 inh | GRIN3A LBD mod | APJ agonist | MPTP inh | beta cell repl
COc1ccc(CCNC(=O)Cn2nnc(C(=O)Nc3cccc(C)c3C)c2N)cc1OC | 13 | -8 | 17 | 6 | -8 | 0 | 0 | -0.6 | -3
CC1CCCCC1NC(=O)C1CCN(S(=O)(=O)c2ccc3c(c2)CCC(=O)N3)CC1 (stereo not drawn) | -4 | -16 | 10 | -6 | 4 | -2 | -2 | -0.8 | -3
COc1ccc(C(=O)c2sc3nc(-c4ccccc4)ccc3c2N)cc1 | 8 | 20 | 14 | 45* | 5 | 18* | 0 | 3.8 | -5
CCCOc1ccc(CC2CCC(=O)NC2=O)cc1 (stereo not drawn) | 11 | 16 | 21 | 12 | -2 | 0 | -3 | -1.5 | -2
CCc1ccc([C@@H]2CC=C(C(=O)O)CN2S(=O)(=O)c2ccc(C)cc2)cc1 | 6 | 23 | 14 | 11 | -1 | 2 | -1 | 0.1 | -2
COCC(=O)N(C)c1nnc(-c2cnc(C)cn2)s1 | -10 | 6 | 12 | 9 | 17 | 0 | 0 | 0.1 | 0
COc1ccc(CN(Cc2ccc(C(=O)O)cc2)C(=S)Nc2ccccc2Cl)cc1OC | 2 | 5 | 18 | 2 | -7 | -1 | 1 | -2.1 | -4
S=C1NC[C@H](CC2CCCCC2)N1CC1CCCCC1 | 4 | 38 | 16 | 30 | 38 | 0 | -5 | 14 | -7
CC1CCN(c2c(NCC3CCC(C(=O)NC4CCCCCC4)CC3)c(=O)c2=O)CC1 (stereo not drawn) | 10 | 12 | -2 | 23 | -5 | -1 | -8 | 2.0 | -3
O=C(C/C(=N/O)c1ccccc1O)C(F)F | -1 | -10 | 3 | -5 | 6 | -1 | -4 | -9.7 | 1
Cc1cccc(C(=O)O/N=C(\N)c2ccc(Cl)cc2)c1 | -31 | 34 | 19 | 37 | 35 | 11* | 5 | 0.3 | -3
CCC(C)N1CCC(Oc2ccc(C(=O)NCc3ccccn3)cc2)CC1 (stereo not drawn) | -23 | 4 | 1 | 21 | 2 | -1 | -5 | -1.2 | -2
O=C(CCn1c(=O)[nH]c2ccccc2c1=O)NCCSCc1ccccc1 | -4 | 6 | 0 | 16 | -6 | 0 | -3 | 0.4 | -2
Oc1ccccc1N1CCN(c2ncnc3scc(-c4ccc(F)cc4)c23)CC1 | -27 | 36 | 13 | 16 | 27 | -7 | -2 | 1.1 | -4
Cc1cccc(CNC(=O)C2CCC(=O)N(C3CC3)C2)c1 (stereo not drawn) | 9 | 9 | 0 | 9 | 2 | 3 | -8 | -0.2 | -3

Compounds were not picked by outcome (roughly 7.2% active in at least one column).
